Screens from PubChem.
KB-3-1 tox = qHTS assay for MDR1-selective chemotherapeutics: Primary screen using the parental adenocarcinoma cell KB-3-1; KB-3-1 viability, CellTiter-Glo ATP luminescence, 72 h; Potency, µM (highest dose often 46.1 µM), for the others: at the top dose activity change, negative = cytotoxic, hits mostly cytotoxic; 400,000 tested, 1.4% active; AID 1347075, 2019; note: potency is the fitted concentration of half-maximal effect; % is set by controls: 0 for no effect and ±100 for the full control effect; nearly all actives have a fitted effect of over 60% in size
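KB-3-1 parental drug-naive adenocarcinoma cells in DMEM/10% FBS, incubated 72 h at 37 C with pin-transferred compounds across a concentration series. Viability by CellTiter-Glo luminescence; concentration-response curves fitted after normalization.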
MCF10A rerep = A quantitative high throughput screen for small molecules that induce DNA re-replication in MCF 10a normal breast cells; AID 624296, 2012; MCF 10A DNA re-replication, Hoechst nuclear intensity, 48 h; Potency, µM (series often up to 46.1 µM), for inactives: top-dose activity, positive = re-replication, actives largely listed as activators; 350,000 tested, 2.9% active; note: potency is the fitted concentration of half-maximal effect; % of control where 0% means no effect; nearly all actives have a fitted effect of over 50% in size
DRD3 agonist = qHTS of D3 Dopamine Receptor Agonist: qHTS; 410,000 tested, 0.58% active; D(3) dopamine receptor (Homo sapiens), P35462; max activation, %; AID 652048, 2013; D3R DiscoveRx beta-arrestin cells, luminescence, 90 min; in the data active = max activation above about 30%; note: 0% is about no effect; mostly tested at two doses, the higher about 12 µM
Target sequence (P35462 whole entry, looked up): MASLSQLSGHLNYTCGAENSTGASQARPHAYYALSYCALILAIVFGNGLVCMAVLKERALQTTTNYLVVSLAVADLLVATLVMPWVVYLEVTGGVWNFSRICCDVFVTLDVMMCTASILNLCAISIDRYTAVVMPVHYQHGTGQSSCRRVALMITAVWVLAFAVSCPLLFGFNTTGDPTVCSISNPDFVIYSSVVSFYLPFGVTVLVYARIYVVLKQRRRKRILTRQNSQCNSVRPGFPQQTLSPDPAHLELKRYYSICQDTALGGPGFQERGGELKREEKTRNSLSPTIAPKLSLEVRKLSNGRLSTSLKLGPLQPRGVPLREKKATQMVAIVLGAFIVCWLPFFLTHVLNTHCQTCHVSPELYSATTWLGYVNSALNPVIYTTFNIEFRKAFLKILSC
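Agonist-mode cell screen: cells plated at 1500/well and incubated overnight at 37 °C, then exposed to library compounds for 90 min at 37 °C. Detection reagent was added for 30–60 min at room temperature, and luminescence was read.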
HT1080NT lethal = qHTS for induction of synthetic lethality in tumor cells producing 2HG: qHTS for the HT-1080-NT fibrosarcoma cell line. HT-1080-NT fibrosarcoma viability, CellTiter-Glo ATP luminescence, 48 h. Potency, µM (top dose mostly 46.1 µM), for inactives: at the top dose activity, negative = less viability, hits mostly cytotoxic. 360,000 tested, 1.6% active. AID 686970, 2013;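 note: NT is the 2HG producing partner of a matched IDH1 knockdown line; potency is the fitted concentration of half-maximal effect; 0% = DMSO-treated cells and -100% = media-only wells without cells; nearly all actives have a fitted effect of over 55% in size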
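HT-1080-NT fibrosarcoma cells (2HG-overproducing), 750 cells/well in RPMI with 5% FBS, dosed after 2 h and incubated 48 h at 37C. CellTiter-Glo luminescence normalized to DMSO and no-cell wells; concentration-response curves fitted and classed.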
KB-V1 cytotox = qHTS assay for MDR1-selective chemotherapeutics: Primary screen using the drug-selected MDR subline cells KB-V1; AID 1347076, 2019; KB-V1 MDR cells viability, CellTiter-Glo, 72 h; Potency, µM (highest dose often 46.1 µM), without a hit: at the highest dose activity change, negative = cytotoxicity, most hits filed as cytotoxic; 400,000 tested, 3.4% active; note: potency is the fitted concentration of half-maximal effect; % is set by controls: 0 for no effect and ±100 for the full control effect; nearly all actives have a fitted effect of over 60% in size
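KB-V1, DMEM (no phenol red) + 10% FBS; cpd pin-transferred, titration series; 72 h, 37 degrees C; CellTiter-Glo, luminescence. Data normalized, curve-fit.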
SW480 rereplic = A quantitative high throughput screen for small molecules that induce DNA re-replication in SW480 colon adenocarcinoma cells | SW480 DNA re-replication, Hoechst DNA content imaging, 48 h | Potency, µM (series often up to 46.1 µM), inactives show top-dose re-replication activation, most hits filed as activators | 340,000 tested, 1.8% active; note: potency is the fitted concentration of half-maximal effect; % of control where 0% means no effect; nearly all actives have a fitted effect of over 55% in size
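First, 250 cells per well were seeded. Next, compound or vehicle (23 nL) was pinned in, plates sat 48 hr at 37 C. Finally Hoechst was added for 40 min before fluorescence scanning.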
IL1B secr inh = qHTS for Inhibitors of Inflammasome Signaling: IL-1-beta AlphaLISA Primary Screen. AID 743279, 2014. THP-1 LPS/ATP IL-1B secretion, AlphaLISA, 16 h; stronger effect = lower value. 360,000 tested, 4.7% active. activity change, % at 57.5 µM; in the data active = activity change below about -50%; inconclusive = mostly about -30% to -49%; note: % is set by controls: 0 for no effect and ±100 for the full control effect
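THP-1 cells pretreated 1 hr with compounds (up to 57.5 uM final), then stimulated with LPS (250 ng/mL final) plus ATP (1.25 mM final); secreted IL-1B measured by AlphaLISA after 16 hr, decreased signal indicating inhibition.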
HT1080 IDH1KD tx = qHTS for induction of synthetic lethality in tumor cells producing 2HG: qHTS for the HT-1080-IDH1KD cell line. HT-1080 IDH1 knockdown viability, ATP luminescence, 48 h. Potency, µM (titrated, usually from 46.1 µM), without a hit: at the highest dose activity, negative = toxicity, hits mostly cytotoxic. 360,000 tested, 2% active. AID 686971, 2013;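 note: potency is the fitted concentration of half-maximal effect; 0% = DMSO wells and -100% = cell-free medium wells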
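In this qHTS, HT-1080 cells depleted of IDH1 are exposed for 48 h at 37 °C to compound titrations. Toxicity is scored from CellTiter-Glo luminescence, with DMSO as full viability and medium alone as none.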
GLP1R cytotox = qHTS of GLP-1 Receptor Inverse Agonists: Cytotox Screen. 410,000 tested, 0.13% active. HEK293 cAMP-luciferase reporter cells, luminescence, 24 h. Potency, µM (series often up to 38.3 µM), inactives show at the highest dose activity change, negative = inhibition, hits mostly inhibitors;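 note: loss of luciferase light is scored as toxicity; potency is the fitted concentration of half-maximal effect; % is set by controls: 0 for no effect and ±100 for the full control effect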
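1536-well qHTS counterscreen of the MLSMR; 200 cells/uL, 12 h pre-incubation, 23 nL cpd, 24 h at 37 deg C 5% CO2, luciferase detection reagent, 12 min RT, luminescence. Inhibition = undesired.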
The depositor's hits bear a star. Unless noted, calls come from the whole dose curve; as a rule, active = well fitted curve in the direction sought with a large enough effect; inconclusive = small, poorly fitted or top-dose-only effect, or another doubt; inactive = no such curve, though single readings can be large; an effect the other way counts as inactive or inconclusive.

How did Cc1sc(NC(=O)CSc2nnc(COc3ccc(Cl)cc3)n2C)c(C#N)c1C do in these assays?
KB-3-1 tox: 3%; MCF10A rerep: 2%; DRD3 agonist: 7; HT1080NT lethal: inconclusive; KB-V1 cytotox: -5%; SW480 rereplic: 5%; IL1B secr inh: -12; HT1080 IDH1KD tx: inconclusive; GLP1R cytotox: inconclusive

Results for O=C(NCc1ccccc1)c1cc(C2COCCN2C(=O)C/C=C/c2ccccc2)on1 (stereo not drawn) ?
KB-3-1 tox: 0%; DRD3 agonist: 0; HT1080NT lethal: -13%; KB-V1 cytotox: 1%; IL1B secr inh: -8; HT1080 IDH1KD tx: 13%; GLP1R cytotox: -8%

What do the screens show for `COc1ccc(S(N)(=O)=O)cc1C(=O)NCC(C)(C)N1CCCCC1`?
KB-3-1 tox: 3%; MCF10A rerep: -7%; DRD3 agonist: 19; HT1080NT lethal: 6%; KB-V1 cytotox: 12%; SW480 rereplic: -7%; IL1B secr inh: 12; HT1080 IDH1KD tx: 2%; GLP1R cytotox: -1%

How did COc1ccc(NC(=O)CN2CCC(C)CC2)cc1 do in these assays?
KB-3-1 tox: 7%; MCF10A rerep: -10%; DRD3 agonist: -20; HT1080NT lethal: 13%; KB-V1 cytotox: -34%; SW480 rereplic: -1%; IL1B secr inh: 13; HT1080 IDH1KD tx: 4%; GLP1R cytotox: -21%

What do the screens show for `COCCNC(=O)C(c1ccc(C)o1)N(Cc1ccc(F)cc1)C(=O)Cn1nnc2ccccc21` (stereo not drawn)?
KB-3-1 tox: -6%; MCF10A rerep: -4%; DRD3 agonist: -8; HT1080NT lethal: 3%; KB-V1 cytotox: -7%; SW480 rereplic: -4%; IL1B secr inh: -5; HT1080 IDH1KD tx: 7%; GLP1R cytotox: -7%

Results for CC(C)N1CCc2c(sc(N)c2C#N)C1 ?
KB-3-1 tox: 0%; MCF10A rerep: -9%; DRD3 agonist: 8; HT1080NT lethal: 1%; KB-V1 cytotox: 0%; SW480 rereplic: -6%; IL1B secr inh: 37; HT1080 IDH1KD tx: 2%; GLP1R cytotox: -3%

How did COc1ccccc1CNCC(=O)Nc1cc(S(=O)(=O)N2CCCCCC2)ccc1Cl do in these assays?
KB-3-1 tox: -3%; MCF10A rerep: 6%; DRD3 agonist: 3; HT1080NT lethal: inconclusive; KB-V1 cytotox: inconclusive; SW480 rereplic: inconclusive; IL1B secr inh: -8; HT1080 IDH1KD tx: -26%; GLP1R cytotox: 0%

Results for CC(C)CCn1nnnc1CN1CCN(C(=O)c2ccco2)CC1 ?
KB-3-1 tox: 0%; MCF10A rerep: -4%; DRD3 agonist: -1; HT1080NT lethal: 12%; KB-V1 cytotox: -1%; SW480 rereplic: -57%; IL1B secr inh: 20; HT1080 IDH1KD tx: 9%; GLP1R cytotox: -4%

How did COc1ccccc1C1NC(=O)CS1 (stereo not drawn) do in these assays?
KB-3-1 tox: inconclusive; MCF10A rerep: -3%; DRD3 agonist: -3; HT1080NT lethal: 20%; KB-V1 cytotox: 12%; SW480 rereplic: -3%; IL1B secr inh: 16; HT1080 IDH1KD tx: 18%; GLP1R cytotox: -10%

What do the screens show for `CCOc1ccc(C(=O)Nc2c(C(=O)N3CCC(N4CCCCC4)CC3)oc3ccccc23)cc1`?
KB-3-1 tox: -9%; MCF10A rerep: 2%; DRD3 agonist: -11; HT1080NT lethal: -17%; KB-V1 cytotox: -11%; SW480 rereplic: inconclusive; IL1B secr inh: inconclusive; HT1080 IDH1KD tx: inconclusive; GLP1R cytotox: -20%

What do the screens show for `COc1cc(C(=O)OC2CCOC2=O)c([N+](=O)[O-])cc1OC` (stereo not drawn)?
KB-3-1 tox: -18%; MCF10A rerep: 3%; DRD3 agonist: 1; HT1080NT lethal: 0%; KB-V1 cytotox: 26%; SW480 rereplic: 1%; IL1B secr inh: -6; HT1080 IDH1KD tx: 8%; GLP1R cytotox: 2%

How did COc1ccc(-c2nnc(SCC(=O)c3ccc([N+](=O)[O-])cc3)o2)cc1OC do in these assays?
KB-3-1 tox: 21%; DRD3 agonist: 4; KB-V1 cytotox: -14%; GLP1R cytotox: -1%

Results for CCN(c1ccccc1)S(=O)(=O)c1ccc(OCC(=O)N2CCCC2)cc1 ?
KB-3-1 tox: 0%; MCF10A rerep: 3%; DRD3 agonist: 2; HT1080NT lethal: 0%; KB-V1 cytotox: -8%; SW480 rereplic: -10%; IL1B secr inh: 3; HT1080 IDH1KD tx: -3%; GLP1R cytotox: 2%

How did O=c1c2c(nc3cc(-c4ccc(Cl)cc4)[nH]n13)CCS2 do in these assays?
KB-3-1 tox: -1%; MCF10A rerep: 1%; DRD3 agonist: 1; HT1080NT lethal: 14%; KB-V1 cytotox: -9%; SW480 rereplic: -3%; IL1B secr inh: 16; HT1080 IDH1KD tx: 7%; GLP1R cytotox: -5%

How did Cc1csc(NC(=O)CSc2nnc(-c3ccoc3C)o2)n1 do in these assays?
KB-3-1 tox: -4%; MCF10A rerep: 8%; DRD3 agonist: -1; HT1080NT lethal: 0%; KB-V1 cytotox: 4%; SW480 rereplic: 7%; IL1B secr inh: 3; HT1080 IDH1KD tx: 1%; GLP1R cytotox: inconclusive

Results for Cc1ccc(S(=O)(=O)CCC(=O)OCc2nc(N)nc(Nc3ccccc3C)n2)cc1 ?
KB-3-1 tox: -2%; MCF10A rerep: 2%; DRD3 agonist: 9; HT1080NT lethal: 3%; KB-V1 cytotox: -1%; SW480 rereplic: 2%; IL1B secr inh: 6; HT1080 IDH1KD tx: 3%; GLP1R cytotox: -1%

How did COc1cc(NC(=O)CSCc2ccc(Cl)cc2)c(C(=O)O)cc1OC do in these assays?
KB-3-1 tox: 10%; MCF10A rerep: 2%; DRD3 agonist: 9; HT1080NT lethal: 11%; KB-V1 cytotox: inconclusive; SW480 rereplic: -12%; IL1B secr inh: 45; HT1080 IDH1KD tx: 1%; GLP1R cytotox: -1%

Results for Cc1ccc(NC(=O)c2ccc3snnc3c2)cc1 ?
KB-3-1 tox: -3%; MCF10A rerep: -5%; DRD3 agonist: -21; HT1080NT lethal: 1%; KB-V1 cytotox: -12%; SW480 rereplic: 2%; IL1B secr inh: -17; HT1080 IDH1KD tx: -2%; GLP1R cytotox: 2%

Results for COc1ccc(CN(C)CC(=O)Nc2ccccc2C(F)(F)F)cc1 ?
KB-3-1 tox: inconclusive; MCF10A rerep: inconclusive; DRD3 agonist: -1; HT1080NT lethal: -14%; KB-V1 cytotox: inconclusive; SW480 rereplic: -9%; IL1B secr inh: 16; HT1080 IDH1KD tx: -1%; GLP1R cytotox: -50%

Results for O=C(CN1C(=O)C(=O)N(C2CCCC2)C1=O)Nc1ccc(Cl)cc1C(F)(F)F ?
KB-3-1 tox: 5%; MCF10A rerep: -2%; DRD3 agonist: 1; HT1080NT lethal: 4%; KB-V1 cytotox: 7%; SW480 rereplic: -4%; IL1B secr inh: -15; HT1080 IDH1KD tx: 1%; GLP1R cytotox: -8%

Results for Cn1cnnc1SCC(=O)Nc1cccc(S(=O)(=O)N2CCCCCC2)c1 ?
KB-3-1 tox: 6%; MCF10A rerep: -4%; DRD3 agonist: 5; HT1080NT lethal: 2%; KB-V1 cytotox: -6%; SW480 rereplic: 1%; IL1B secr inh: -4; HT1080 IDH1KD tx: 4%; GLP1R cytotox: 6%

What do the screens show for `COc1cccc(NS(=O)(=O)c2cc3c(cc2C)N(C(C)=O)CCO3)c1`?
KB-3-1 tox: -1%; MCF10A rerep: -1%; DRD3 agonist: -3; HT1080NT lethal: 1%; KB-V1 cytotox: -4%; SW480 rereplic: -8%; IL1B secr inh: 5; HT1080 IDH1KD tx: -5%; GLP1R cytotox: -12%

Results for CCOc1cc2c3c(c1)C(C)CC(C)(C)N3C(=O)C2=O (stereo not drawn) ?
KB-3-1 tox: 0%; MCF10A rerep: inconclusive; DRD3 agonist: -11; HT1080NT lethal: 5%; KB-V1 cytotox: 15µM*; SW480 rereplic: inconclusive; IL1B secr inh: -15; HT1080 IDH1KD tx: 3%; GLP1R cytotox: -1%

How did CCOc1cccc(C(=O)Nc2cccc(C(=O)NC(C)(C)C)c2)c1 do in these assays?
KB-3-1 tox: 8%; MCF10A rerep: -3%; DRD3 agonist: 3; HT1080NT lethal: -7%; KB-V1 cytotox: inconclusive; SW480 rereplic: -4%; IL1B secr inh: -10; HT1080 IDH1KD tx: -1%; GLP1R cytotox: -7%

Results for COc1cccc(NC(=O)CN(C)C(=O)c2ccccc2-c2nc3ccccc3s2)c1 ?
KB-3-1 tox: 1%; MCF10A rerep: inconclusive; DRD3 agonist: -5; HT1080NT lethal: -5%; KB-V1 cytotox: 18µM*; SW480 rereplic: -7%; IL1B secr inh: -2; HT1080 IDH1KD tx: -2%; GLP1R cytotox: -23%

What do the screens show for `O=C(CCNC(=O)c1ccc([N+](=O)[O-])cc1)Nc1nc2ccccc2[nH]1`?
KB-3-1 tox: -7%; MCF10A rerep: -27%; DRD3 agonist: -8; HT1080NT lethal: 12%; KB-V1 cytotox: -6%; SW480 rereplic: -5%; IL1B secr inh: -6; HT1080 IDH1KD tx: 14%; GLP1R cytotox: -1%
